# S-ASM inh: human S-ASM enzyme inhibition; P17405; placental ASM, HMU-PC fluorogenic substrate, 60 min; Potency, µM (series often up to 57.5 µM), for the others: at the top dose activity change, negative = inhibition, actives largely listed as inhibitors; hit rate 0.006% among 340,000; AID 504937; note: potency is the fitted concentration of half-maximal effect
#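 Fluorescence read-out (Ex 386 nm, Em 447 nm) after stopping the reaction at pH 10. Enzyme: ASM from human placenta; substrate HMU-PC0, 9 uM final; 60 min, 37 °C. Compound preincubation 10 min, ambient temperature.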
# Eya2 inh: Eya2 (human) phosphatase inhibition; Potency, µM (series often up to 76.9 µM), without a hit: top-dose activity, negative = inhibition, hits mostly inhibitors; hit rate 0.006% among 330,000; O00167; recombinant Eya2, OMFP fluorescence dephosphorylation (OMFP is methylfluorescein phosphate); note: potency is the fitted concentration of half-maximal effect; % is set by controls: 0 for no effect and ±100 for the full control effect
#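 Eya2 (0.2 uM) preincubated 10 min at ambient with compound, then OMFP substrate added at 50 uM; 10 min reaction in 50 mM HEPES pH 7.5, 50 mM NaCl, 5 uM MgCl2, 0.05% BSA, 1 mM DTT. Fluorescence read at Ex 485/Em 525 nm.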
# hERG WT inh: inhibitors of human wildtype KCNH2 potassium channel. AID 720551. hit rate 0.37% among 340,000. U2OS, BacMam KCNH2, thallium flux FluxOr; active compounds read low. Q12809. activity change, % at 1.84 µM;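 active = maximum activity change below -70%; inconclusive = maximum activity change between -70% and -50%; inactive = maximum activity change above -50%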; note: % is set by controls: 0 for no effect and ±100 for the full control effect
#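 U2OS cells transduced with wild-type KCNH2 virus are loaded with FluxOr dye for 45 min, and thallium flux is measured in kinetic reads before and after stimulation buffer. Rate constants are normalized to DMSO controls.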
# TSHR antag: blocks TSH signaling through the human TSH receptor; P16473; TSHR-expressing cells, TSH-stimulated cAMP HTRF, 2 h; active compounds read low; activity change, negative = inhibition, % at 11.5 µM; hit rate 0.2% among 330,000;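 active = activity change below a set negative limit, meaning inhibition stronger than a set level, cut at about -70% in these data; inconclusive = activity change between two set negative limits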; note: % is set by controls: 0 for no effect and ±100 for the full control effect
#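 TSHR-expressing cells, 200/well, pre-treated with compound, then stimulated with EC80 TSH (4nM final) for 2 hours at 37 deg C. cAMP measured by competitive HTRF: anti-cAMP cryptate antibody in lysis buffer plus cAMP-d2, read after 30 minutes at room temperature.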
# Mito fusion yeast: inhibitors of mitochondrial division or activators of mitochondrial fusion; S. cerevisiae fusion-defective mutant growth rescue, CellTiterGlo 48 h; hit rate 0.23% among 320,000; Potency, µM (titrated, usually from 46.1 µM), for the others: at the highest dose growth rescue (activation), hits mostly activators;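 note: potency is the fitted concentration of half-maximal effect; % of control where 0% means no effect; nearly all actives have a fitted effect of over 45% in size; temperature-sensitive fusion mutants such as fzo1-1 at 37 °C on non-fermentable ethanol glycerol medium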
#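 Compounds are tested for their ability to restore growth of mitochondrial fusion-defective yeast strains at non-permissive 37C in YPEG medium over 48 hours. Viability is quantified by luciferase luminescence.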
# GALK inhibitor: galactokinase (human) inhibition; hit rate 0.007% among 270,000; AID 1868; P51570; Potency, µM (highest dose often 57.5 µM), for the others: top-dose activity change, negative = inhibition, hits mostly inhibitors; Purified GALK, Kinase-Glo residual ATP luminescence; note: potency is the fitted concentration of half-maximal effect; % is set by controls: 0 for no effect and ±100 for the full control effect
#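 Galactose (100 uM) and ATP (35 uM) were turned over by 5 nM GALK for 1 h at RT. Kinase-Glo Plus then converted the remaining ATP into a luminescent signal.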
# BCR signal inh: blocks chronic active B-cell receptor signaling; AID 493014; Potency, µM (titrated, usually from 46.1 µM), without a hit: at the top dose ratio change, negative = lower green/red ratio, hits mostly inhibitors; hit rate 0.05% among 340,000; ABC-DLBCL IkBa-CBG/CBR reporter, luminescence ratio, 4 h; active = well fitted inhibition curve with a large enough effect in the signal ratio, with a control signal flat, not every such curve was filed as active; inconclusive = small, poorly fitted or top-dose-only effect, or effect the other way, or a change in a side signal; the % refers to the signal ratio;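 note: potency is the fitted concentration of half-maximal effect; plate controls were basal doxycycline-induced cells for no effect and cells given 10 µM MG132 for full effect; MG132 reads +100%, hits lower the ratio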
#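 TMD8 human ABC-DLBCL cells with doxycycline-inducible IκBα–green luciferase fusion and unfused red luciferase, in 0.5% FBS medium; compounds up to 46 uM, 4 h at 37C. Green/red luminescence ratio, filter-overlap corrected, fitted to concentration-response curves.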
# USP2a block: inhibitors of human ubiquitin-specific protease USP2a. Potency, µM (titrated, usually from 38.3 µM), for inactives: at the highest dose activity change, negative = inhibition, most hits filed as inhibitors. hit rate 0.01% among 330,000. USP2 core, Ub-CHOP2 coupled fluorogenic reporter, 485/531. O75604;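 note: potency is the fitted concentration of half-maximal effect; plate controls were DMSO wells for no effect and full inhibition by NEM control for full effect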
# Target sequence (O75604 whole entry, looked up): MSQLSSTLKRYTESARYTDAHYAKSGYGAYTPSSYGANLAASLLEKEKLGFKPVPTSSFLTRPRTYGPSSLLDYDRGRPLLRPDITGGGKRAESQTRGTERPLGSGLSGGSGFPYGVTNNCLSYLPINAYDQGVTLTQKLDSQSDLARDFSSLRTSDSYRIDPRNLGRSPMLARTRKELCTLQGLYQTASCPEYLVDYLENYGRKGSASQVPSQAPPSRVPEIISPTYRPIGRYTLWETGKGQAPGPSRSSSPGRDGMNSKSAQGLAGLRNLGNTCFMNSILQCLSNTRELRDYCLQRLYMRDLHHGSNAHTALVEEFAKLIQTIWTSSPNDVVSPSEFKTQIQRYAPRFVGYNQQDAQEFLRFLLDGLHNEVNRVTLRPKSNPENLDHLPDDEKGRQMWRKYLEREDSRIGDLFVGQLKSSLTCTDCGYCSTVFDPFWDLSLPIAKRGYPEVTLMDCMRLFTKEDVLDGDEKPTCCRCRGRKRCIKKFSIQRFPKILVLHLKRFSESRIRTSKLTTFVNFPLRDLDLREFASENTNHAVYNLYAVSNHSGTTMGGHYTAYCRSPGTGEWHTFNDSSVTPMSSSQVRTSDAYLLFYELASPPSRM
#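 USP2 core (10nM final) preincubated 30min RT with compound in 20mM Tris-HCl pH 8.0, 2mM CaCl2, 2mM beta-mercaptoethanol, 0.05% CHAPS; 25nM Ub-CHOP2 plus 25nM reporter substrate added, fluorescence (Ex485/Em531) read after 60min.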
# Menin-MLL TR inh: menin-MLL binding inhibition, Texas Red mutant peptide; O00255; Menin + Texas Red MLL mutant peptide, fluorescence polarization; Potency, µM (highest dose often 61.6 µM), for inactives: at the top dose FP activity change, negative = inhibition, actives largely listed as inhibitors; hit rate 0.23% among 270,000; active = well fitted inhibition curve with a large enough effect in the polarisation, with a control signal flat, not every such curve was filed as active; inconclusive = small, poorly fitted or top-dose-only effect, or effect the other way, or a change in a side signal; inactive = no such curve, though single readings can be large or run the other way; the % refers to the polarisation; note: potency is the fitted concentration of half-maximal effect; % of control where 0% means no effect; many of its hits are not listed in these tables
# PKM2 act: increases activity of human pyruvate kinase M2 | Potency, µM (titrated, usually from 57.5 µM), for the others: at the highest dose activation, hits mostly activators | hit rate 0.34% among 260,000 | AID 1631 | P14618 | purified PKM2, Kinase-Glo ATP luminescence, activation; response scale: 0% is enzyme alone, no compound; note: potency is the fitted concentration of half-maximal effect; % is set by controls: 0 for no effect and ±100 for the full control effect; nearly all actives have a fitted effect of over 55% in size
#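 Purified hPK-M2 (>95%) run at intermediate activity with 0.1 mM ADP and 0.5 mM PEP in 50 mM imidazole pH 7.2, KCl, MgCl2; 1 h room temperature. ATP formed read by Kinase-Glo luminescence; normalized to uninhibited and no-enzyme controls.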
# MBNL1-CUG inh: MBNL1-poly(CUG) RNA binding inhibition; Potency, µM (series often up to 57.5 µM), inactives show at the highest dose activity change, negative = inhibition, hits mostly inhibitors; TR-FRET MBNL1-His/biotin-(CUG)12 binding, 665/545 ratio; hit rate 0.036% among 280,000; Q9NR56; active = well fitted inhibition curve with a large enough effect in the signal ratio, with a control signal flat, not every such curve was filed as active; inconclusive = small, poorly fitted or top-dose-only effect, or effect the other way, or a change in a side signal; inactive = no such curve, though single readings can be large or run the other way; the % refers to the signal ratio; note: potency is the fitted concentration of half-maximal effect; % is set by controls: 0 for no effect and ±100 for the full control effect
# Target sequence (Q9NR56 whole entry, looked up): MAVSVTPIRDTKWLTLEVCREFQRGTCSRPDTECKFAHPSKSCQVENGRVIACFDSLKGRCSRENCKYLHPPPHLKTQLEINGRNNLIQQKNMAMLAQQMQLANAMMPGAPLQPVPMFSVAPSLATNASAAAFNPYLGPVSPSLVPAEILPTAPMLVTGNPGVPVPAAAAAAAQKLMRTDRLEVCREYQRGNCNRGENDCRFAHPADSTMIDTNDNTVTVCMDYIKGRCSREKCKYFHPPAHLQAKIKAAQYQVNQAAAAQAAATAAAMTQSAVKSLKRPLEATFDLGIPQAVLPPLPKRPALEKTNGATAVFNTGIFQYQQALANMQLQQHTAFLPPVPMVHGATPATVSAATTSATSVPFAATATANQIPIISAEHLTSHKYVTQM
#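 MBNL1-His + Biotin-(CUG)12, cpd titration 92 nM–58 uM; Tb anti-His Ab 0.055 ng/ul, SA-XL665 5 nM (final); 60 min RT; ratiometric 665/545 nm, Ex 340 nm; normalized to buffer and full-complex controls.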
# The depositor's hits bear a star; ? = inconclusive; . = not tested or not shown; [ ] = another dose, or the depositor's remark. Unless noted, calls come from the whole dose curve; as a rule, active = well fitted curve in the direction sought with a large enough effect; inconclusive = small, poorly fitted or top-dose-only effect, or another doubt; inactive = no such curve, though single readings can be large; an effect the other way counts as inactive or inconclusive. A portion of the library, so the mix of outcomes need not match the whole.
mol	S-ASM inh	Eya2 inh	hERG WT inh	TSHR antag	Mito fusion yeast	GALK inhibitor	BCR signal inh	USP2a block	Menin-MLL TR inh	PKM2 act	MBNL1-CUG inh
COc1cc(-c2nnc(COc3ccc4ccccc4c3)o2)cc(OC)c1OC	?	11.5%	-3.6	-9.7	11.0%	-3.0%	?	-2.3%	16.1%	2.9%	2.9%
CCCCOC(=O)/C=C/c1c(C)[nH]c(=O)[nH]c1=O	-1.6%	2.9%	-0.5	-0.3	-7.1%	2.3%	?	-0.6%	-7.1%	1.7%	18.2%
c1ccc(-c2noc(CN3CCN(C(c4ccccc4)c4ccccc4)CC3)n2)cc1	-2.1%	-0.7%	-3.5	-1.9	-9.1%	0.7%	-3.2%	0.1%	-6.1%	0.9%	13.2%
CCN(CC(=O)Nc1c(F)cccc1F)C(=O)Cc1ccccc1	6.1%	0.7%	14.6	1.0	-0.3%	-1.2%	2.2%	-0.7%	-6.3%	-6.1%	-8.8%
O=C(c1ccc2c(c1)N(Cc1ccc(F)cc1)C(=O)CS2)N1CCOCC1	-2.7%	7.0%	2.7	48.9	1.7%	-0.5%	10.3%	2.5%	2.4%	-0.6%	-15.3%
O=C(CCCN1C(=O)C(c2ccccc2)Oc2cccnc21)NCc1ccccc1F (stereo not drawn)	-0.1%	-15.8%	-14.7	-3.3	16.4%	10.0%	8.2%	-7.0%	-20.3%	.	1.7%
Cc1c(Cc2ccccc2)sc(/N=C/c2ccc3ccccc3c2)c1C(N)=O	70.2%[activator]	-4.2%	3.2	-7.5	0.9%	-0.5%	?	7.6%	-0.8%	-0.6%	?
Cc1ccc(NC(=O)CC2Oc3ccc(C)cc3NC2=O)cc1 (stereo not drawn)	-2.9%	-35.0%	-4.0	4.8	-0.6%	-0.5%	-4.9%	-3.8%	-0.5%	7.1%	5.5%
Nc1nc(CN2CCCCCC2)nc(Nc2ccccc2)n1	2.1%	-5.9%	3.2	4.0	2.9%	-1.9%	?	-0.2%	3.9%	-17.2%	-6.1%
COc1cccc(CNS(=O)(=O)c2c(C)[nH]c(C)c2C(=O)N2CCCC2)c1	-3.4%	2.2%	2.1	-4.6	-1.8%	-2.0%	1.0%	-1.2%	.	.	1.0%
NS(=O)(=O)c1ccc2nc(NC(=O)CS(=O)(=O)c3ccc(F)cc3)sc2c1	-2.8%	-3.6%	8.3	-5.0	0.4%	6.5%	-7.0%	5.9%	17.9%	.	-6.6%
CCn1cc(SCC(=O)Nc2cc(C)on2)c2ccccc21	4.5%	3.5%	-11.5	-1.5	-9.1%	-1.6%	-7.5%	2.8%	17.5%	-3.8%	3.8%
COc1ccc(OC)c(CNC(=O)C2CCCN(C(=O)N(C)C)C2)c1 (stereo not drawn)	2.7%	2.1%	-11.1	12.9	4.1%	0.3%	0.5%	1.9%	0.0%	-2.8%	-10.8%
Cc1nnc(NC(=O)c2ccc(S(=O)(=O)N3CC(C)OC(C)C3)cc2)o1 (stereo not drawn)	-1.0%	6.5%	-3.6	10.6	0.0%	-3.3%	-1.4%	-1.6%	11.8%	-0.3%	2.8%
CN(C)C(=O)CN1C(=O)NC2(CCCc3ccccc32)C1=O (stereo not drawn)	4.9%	3.7%	-24.4	-12.3	0.4%	-7.8%	6.5%	0.3%	.	-0.2%	1.6%
CCOC(=O)c1nnc(-c2ccc(C)cc2)nc1Oc1ccc(Cl)cc1Cl	-17.1%	2.6%	0.5	-17.6	-7.1%	-1.2%	?	2.7%	.	9.9%	-2.1%
CCN(CC)S(=O)(=O)c1ccc(N=NC2=C(O)CCCC2=O)cc1	-2.7%	-2.6%	-12.1	-1.9	-5.8%	1.7%	-2.3%	3.3%	-24.2%	-18.2%	?
Cc1cc(C)c[n+](-c2nc3ccccc3nc2[N-]S(=O)(=O)c2ccc(Br)s2)c1	-1.0%	8.4%	-3.5	0.4	-3.7%	0.9%	4.1%	3.9%	-13.2%	-2.1%	?
O=C(CCC1CCCNC1)c1ccccc1 (stereo not drawn)	.	-8.1%	.	1.2	1.5%	-1.6%	6.3%	-0.6%	-20.0%	0.8%[11.5 µM]	7.4%
COc1ccc(/C=C/C(=O)NNC(=O)C(C)Oc2ccccc2F)cc1OC (stereo not drawn)	10.1%	4.3%	-16.0	0.4	.	.	-1.6%	-5.2%	.	.	.
CNS(=O)(=O)c1cccc(C(=O)Nc2cccc(Cl)c2)c1	-3.1%	-0.9%	-3.3	-3.2	-0.3%	-2.5%	21.7%	0.7%	11.7%	0.9%	5.3%
CN(C)CCSc1nc(-c2ccccc2)nc2c1CCC2	-0.1%	-19.2%	-7.0	-0.8	-6.8%	0.5%	4.5%	2.0%	0.4%	-11.5%	-6.8%
c1ccc(-c2nnc(N3CCN(c4ccccc4)CC3)nc2-c2ccccc2)cc1	-0.4%	-27.3%	2.3	0.0	-0.5%	4.8%	-3.5%	0.2%	.	-0.4%	2.8%
COc1ccccc1/C=C/C(=O)c1c2c(c(C)[nH]c1=O)CCCC2	-0.7%	14.9%	-3.6	-19.0	-2.0%	0.5%	?	1.6%	?	-6.0%	0.5%
C/C(CC(=O)Nc1ccc(N(C)C)cc1)=N\NC(=O)c1ccc([N+](=O)[O-])cc1Cl	1.8%	-4.0%	-4.1	-7.9	3.8%	-0.6%	-0.1%	-10.8%	24.6%	17.6%	?
Cn1c(CNC(=O)CNS(=O)(=O)c2ccc(Br)cc2)cc(=O)n(C)c1=O	-1.2%	14.8%	-31.0	22.6	3.7%	.	-0.5%	-0.4%	0.2%	-6.0%	-1.4%
Brc1ccc(-c2ccccc2)cc1	-3.8%	1.4%	-14.3	9.4	-7.1%	.	-2.0%	1.0%	.	.	.
Cc1occc1C(=O)Nc1nnc(C(F)(F)F)s1	-4.9%	-12.9%	-21.4	-16.7	16.3%	-0.2%	14.1%	2.1%	-9.0%	4.0%	-10.2%
O=c1c2ccccc2nc2n1C(CBr)CN2 (stereo not drawn)	-1.4%	-8.5%	-9.7	0.7	-8.3%	4.1%	?	1.1%	.	-5.8%	-1.7%
CCC(C)NC(=O)CSc1nnc(-c2ccc(Cl)cc2)n1N (stereo not drawn)	3.3%	0.9%	-17.8	-6.5	1.7%	1.4%	-1.6%	2.5%	3.2%	-0.7%	.
O=C1CCCCN1CCC(=O)N1CCCC(N2CCN(c3ccccc3)CC2)C1 (stereo not drawn)	2.6%	1.8%	2.9	-13.5	10.5%	-1.9%	0.9%	3.6%	.	.	4.3%
Cc1ccc(CS(=O)(=O)c2ncc(Cl)c(C(=O)Nc3nnc(C(C)C)s3)n2)cc1	-6.0%	-3.0%	0.0	?	-36.7%[inhibitor]	3.6%	?	1.2%	24.8%	-1.6%[0.46 µM]	2.5%
COc1ccc(/C=N/OCC(=O)Nc2nc3ccccc3s2)cc1	1.5%	6.0%	3.0	6.3	?	0.2%	?	-1.6%	-0.9%	0.1%	14.6%
CCc1cc2c(=O)c(Oc3ccccc3F)c(C)oc2c(CN(C)C)c1O	.	?	-6.7	-0.6	-4.4%	-3.0%	20.9%	0.0%	13.3%	24.6%	17.0%
CN(CC(=O)Nc1cccc(F)c1)C(=O)C1CC(=O)N(Cc2ccco2)C1 (stereo not drawn)	2.6%	-1.0%	4.2	6.4	-3.1%	.	2.2%	-1.4%	.	.	.
Cc1ccc(-c2nnc(SCC(=O)N/N=C/c3ccc(C(=O)O)cc3)n2C2CCCCC2)cc1	5.7%	-2.3%	-5.3	-5.2	-0.7%	9.5%	2.1%	7.4%	?	3.1%	-5.8%

# Screening data from PubChem.
